Screens from PubChem BioAssay.
FLuc modulator = inhibits or activates purified firefly luciferase, miR-21 counter-screen | P08659 | purified FLuc, Km substrates, luminescence inhibition | Potency, µM (series often up to 57.5 µM), for inactives: at the highest dose activity change, negative = inhibition, most hits filed as inhibitors | 6.9% of 360,000 active;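 further: potency means the concentration at half of the fitted maximal effect; plate controls were vehicle for no effect and reference inhibitor for full effect; nearly all actives have a fitted effect of over 55% in size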
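Biochemical qHTS of compounds, final roughly 60 µM downward over six points, against 10 nM purified firefly luciferase using Km concentrations of substrates (10 uM D-luciferin, 10 uM ATP) in Tris acetate pH 7.5 buffer; luminescence output.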
RORg inh = ROR gamma (mouse) transcription inhibition | Potency, µM (titrated, usually from 53.6 µM), inactives show at the top dose activity change, negative = inhibition, actives largely listed as inhibitors | 5.4% of 310,000 active | AID 2551 | P51450 | Drosophila S2 Gal4-RORgamma UAS-luciferase reporter, 20 h; further: potency means the concentration at half of the fitted maximal effect; on the % scale 0 is the no-effect control and ±100 the full control effect; nearly all actives have a fitted effect of over 60% in size
Target sequence (P51450 whole entry, looked up, the tested form may be a part): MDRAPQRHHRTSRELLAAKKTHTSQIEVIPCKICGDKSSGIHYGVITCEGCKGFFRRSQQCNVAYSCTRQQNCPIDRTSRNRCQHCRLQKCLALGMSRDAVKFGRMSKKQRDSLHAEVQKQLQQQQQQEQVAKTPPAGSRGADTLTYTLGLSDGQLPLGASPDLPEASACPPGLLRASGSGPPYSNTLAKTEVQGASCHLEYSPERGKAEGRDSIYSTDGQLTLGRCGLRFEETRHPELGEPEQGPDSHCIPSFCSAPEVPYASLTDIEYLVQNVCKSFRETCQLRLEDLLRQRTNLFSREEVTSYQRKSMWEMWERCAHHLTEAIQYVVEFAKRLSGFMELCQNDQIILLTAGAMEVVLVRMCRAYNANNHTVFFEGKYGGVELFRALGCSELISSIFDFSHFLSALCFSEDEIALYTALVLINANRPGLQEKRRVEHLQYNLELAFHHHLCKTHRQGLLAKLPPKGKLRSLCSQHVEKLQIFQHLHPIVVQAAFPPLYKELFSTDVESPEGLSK
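In this cell-based reporter format, copper sulfate (700 uM final) drives Gal4–ROR gamma fusion expression from a metallothionein promoter in Drosophila Schneider cells; compounds preincubated 1 hr, reporter read after 20 hr at ambient temperature.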
Rab9 promoter act = activates the Rab9 promoter | Huh7 Rab9 promoter-luciferase reporter, luminescence, 24 h | Potency, µM (series often up to 9.22 µM), inactives show at the top dose activation, negative = inhibition, actives largely listed as activators | 2.8% of 320,000 active | AID 485297; further: potency means the concentration at half of the fitted maximal effect; % of control where 0% means no effect; nearly all actives have a fitted effect of over 60% in size
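Rab9 promoter-driven luciferase in stably transfected Huh7 cells; 1500 cells/well rested 2 h, exposed to compound in DMSO for 24 h at 37 °C, 5% CO2. Luminescence read 10 min after adding luciferase reagent at ambient temperature.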
VP16 counter = Gal4-VP16 reporter inhibition counter-screen; 3.5% of 310,000 active; Potency, µM (top dose mostly 53.6 µM), without a hit: top-dose activity, negative = inhibition, most hits filed as inhibitors; AID 2546; Drosophila S2 Gal4-VP16 UAS-luciferase, luminescence, 20 h;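 further: Gal4-VP16 expression switched on by copper sulfate through the metallothionein promoter; potency means the concentration at half of the fitted maximal effect; on the % scale 0 is the no-effect control and ±100 the full control effect; nearly all actives have a fitted effect of over 50% in size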
Tb PFK inh = blocks T. brucei phosphofructokinase; AID 485367; T. brucei PFK, ADP-Glo luminescence; O15648; 0.17% of 330,000 active; Potency, µM (doses to about 57.5 µM), for inactives: at the highest dose activity, negative = inhibition, usual class: inhibitors;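 further: potency means the concentration at half of the fitted maximal effect; 0% = uninhibited 1x PFK enzyme wells and -100% = no-enzyme wells; nearly all actives have a fitted effect of over 60% in size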
Target sequence (O15648 whole entry, looked up): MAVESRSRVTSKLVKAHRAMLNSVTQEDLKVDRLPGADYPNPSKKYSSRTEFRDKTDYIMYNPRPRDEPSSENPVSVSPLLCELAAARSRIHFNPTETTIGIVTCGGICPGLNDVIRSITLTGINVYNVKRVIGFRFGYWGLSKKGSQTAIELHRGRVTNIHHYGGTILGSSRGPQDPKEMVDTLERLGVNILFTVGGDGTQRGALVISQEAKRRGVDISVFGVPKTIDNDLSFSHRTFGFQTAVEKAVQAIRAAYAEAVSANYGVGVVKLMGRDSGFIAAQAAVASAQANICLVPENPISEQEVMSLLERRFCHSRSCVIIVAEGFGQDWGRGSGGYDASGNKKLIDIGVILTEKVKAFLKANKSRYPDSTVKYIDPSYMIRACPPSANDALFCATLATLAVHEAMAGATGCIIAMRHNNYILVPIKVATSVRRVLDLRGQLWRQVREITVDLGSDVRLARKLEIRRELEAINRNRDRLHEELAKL
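ADP-Glo luminescence quantified ADP after 45 min at room temperature, with 1.25 nM T. brucei PFK, 0.1 mM ATP and 0.5 mM fructose-6-phosphate in pH 8.0 TEA buffer. qHTS titrations up to 57 µM; curves classified by quality.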
KCNH2 3.1 inh = inhibitors of human KCNH2 3.1 potassium channel isoform; U2OS KCNH2 3.1, thallium flux FluxOr; stronger effect = lower value; activity change, % (tested at about 1.8 µM); 0.95% of 340,000 active;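 active means maximum activity change below -70%; inconclusive means maximum activity change from -70% to -50%; inactive means maximum activity change above -50%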;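 further: thallium influx rate constant from kinetic fluorescence after stimulation buffer; on the % scale 0 is the no-effect control and ±100 the full control effect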
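Kinetic fluorescence (2 min after stimulation buffer) measures Tl+ influx through KCNH2 3.1 expressed by viral transduction in U2OS cells; the rate constant is normalized against DMSO controls serving as positive and negative references.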
Giardia killer = kills Giardia lamblia. AID 540267. 0.15% of 340,000 active. activity change, % at 7.66 µM, hits read low. Giardia lamblia trophozoite viability; in the data active means activity change below about -80%; inconclusive means between about -30% and that limit;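 further: parasites exposed to compound for two days anaerobically before the ATP read; on the % scale 0 is the no-effect control and ±100 the full control effect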
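Giardia lamblia trophozoites (100 cells/well) were incubated with compounds for 48 h at 37 deg C under anaerobic conditions. Viability was read as ATP content by one-step luminescence after 15-30 min at room temperature.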
ELG1 genotoxic = genotoxicity induction in ELG1-luciferase HEK293T cells | Potency, µM (highest dose often 46 µM), inactives show top-dose activity change, positive = activation, usual class: activators | AID 504466 | HEK293T ELG1-luciferase reporter, luminescence, 16 h | 1.3% of 330,000 active; further: potency means the concentration at half of the fitted maximal effect; % of control where 0% means no effect; nearly all actives have a fitted effect of over 60% in size
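Screening used a luciferase reporter fused to human ELG1 in HEK293T cells. Luminescence was read on a CCD plate imager after 16 hr exposure and 30 min ONE-Glo incubation.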
NPC1 promoter act = activators of NPC1 promoter; Huh7 NPC1 promoter luciferase reporter, 24 h; Potency, µM (doses to about 9.22 µM), inactives show top-dose activation, hits mostly activators; 2.4% of 320,000 active; AID 485313;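 further: potency means the concentration at half of the fitted maximal effect; % of control where 0% means no effect; nearly all actives have a fitted effect of over 60% in size; reporter is driven by a mutant NPC1 promoter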
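NPC1 promoter–luciferase Huh7 cells; 24 h compound; luminescence.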
uPA surface inh = cell surface uPA generation inhibition. cell surface uPA generation assay, qHTS. Potency, µM (highest dose often 38.3 µM), for the others: top-dose activity change, negative = inhibition, actives largely listed as inhibitors. 0.31% of 330,000 active. AID 540303; active means well fitted inhibition curve with a large enough effect; inconclusive means small, poorly fitted or top-dose-only effect; inactive means no such curve, though single readings can be large or run the other way; tested in mouse RAW 264.7 cells; further: potency means the concentration at half of the fitted maximal effect; on the % scale 0 is the no-effect control and ±100 the full control effect; nearly all actives have a fitted effect of over 55% in size
Coupling enz = coupling enzyme interference in Giardia aldolase counter-screen. AID 2472. activity change, negative = inhibition, % at 58.2 µM, hits read low. 0.67% of 290,000 active. coupling enzyme system counterscreen, AmpLite Red fluorescence; in the data active means activity change below about -30%; further: on the % scale 0 is the no-effect control and ±100 the full control effect
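Compounds tested against the coupling enzymes alone at 57.5 uM final; readout was AmpLite Red fluorescence (525/598 nm) after 20 min at RT.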
Starred values were filed as active, the others as inactive; ? = inconclusive; . = not tested or not shown; & = joins results of further samples; [ ] = another dose, or the depositor's remark. Unless noted, the call rests on the fitted dose curve; in most records, active means well fitted curve in the direction sought with a large enough effect; inconclusive means small, poorly fitted or top-dose-only effect, or another doubt; inactive means no such curve, though single readings can be large; an effect the other way counts as inactive or inconclusive.

SMILES	FLuc modulator	RORg inh	Rab9 promoter act	VP16 counter	Tb PFK inh	KCNH2 3.1 inh	Giardia killer	ELG1 genotoxic	NPC1 promoter act	uPA surface inh	Coupling enz
CC(=O)c1cc(-c2ccccc2)n(CC(=O)Nc2ccc(C)c(C)c2)c1C	-1.9%&-2.7%	3.1%	-17.5%	-1.4%	-0.6%	-1.7	-7.2	14.4%	-0.6%	1.2%	-2.1
CCc1ccc(N(C(=O)c2csnn2)C(C(=O)NC(C)(C)CC)c2cccnc2)cc1 (stereo not given)	2.1%	27.0%	2.4%	-0.5%	-2.9%	9.4	-0.1	11.3%	-3.8%	1.1%	3.7
COc1ccc(-n2ccnc(SCC(=O)NC3CCCCC3)c2=O)cc1	-0.3%	23.2%	0.0%	-1.3%	2.2%	36.0	8.2	-1.6%	-4.9%	-2.7%	.
COc1cc(NC2c3ccccc3C(=O)N2Cc2ccccc2Cl)cc(OC)c1 (stereo not given)	-2.5%	6.9%	-13.1%	4.0%	-3.8%	6.3	19.1	-7.8%	1.0%	-17.3%	-3.2
CCOC(=O)c1c(-c2ccc(OC)cc2)csc1NC(=O)CCN1C(=O)c2ccccc2C1=O	-5.3%	1.8%	-0.5%	-0.8%	2.7%	-12.7	-5.2	-2.8%	-3.8%	.	2.2
CCN(CC)c1ccc(CNC23CN4CN(CN(C4)C2)C3)cc1	8.2%	7.6%	-2.8%	-0.1%	-7.8%	-3.1	4.3	4.4%	1.3%	-2.0%	-0.5
Cc1ccc(-c2ccnc3[nH]n(-c4ccccc4)c(=O)c23)cc1	?	22.0%	13.2%	-8.2%	2.1%	-0.3	3.7	-1.1%	9.0%	15.0%	2.1
COc1ccc(C(=O)Nc2nnc(CCc3ccccc3)s2)c(OC)c1	?	12.5%	3.2%	16.3%	1.3%	2.3	18.7	7.3%	-3.2%	?	1.1
Cn1c2c(c(=O)n(C)c1=O)[C@@]1(C(=O)Nc3ccccc31)C(C#N)=C(N)O2	0.8%	20µM*	5.3%	?	7.1%	-0.4	0.6	1.8%	1.3%	-2.7%	-50.4*
Fc1ccc(-c2nc3cnccn3c2NC2CCCC2)cc1	0.8%	15.6%	-6.3%	6.1%	4.9%	5.7	24.2	-6.6%	-0.6%	2.5%	5.2
COc1ccc(-c2noc(CCC(=O)NCc3cccnc3)n2)cc1	-17.0%	-4.2%	2.7%	-26.5%	-5.0%	-7.8	0.0	6.1%	10.2%	-3.0%	2.9
CCN(Cc1ccncc1)Cc1cn(C)nc1-c1ccc(Oc2ccccc2)cc1	2.6%	-2.4%	-9.8%	-0.8%	-5.0%	0.6	13.1	-5.4%	-5.3%	8.3%	-4.6
COc1ccc(C)cc1NC(=O)c1ccc(S(=O)(=O)N2CCCCC2)cc1	-1.8%	?	-0.6%	1.8%	0.6%	14.6	-7.0	-4.9%	-2.4%	-2.0%	-0.2
c1ccc(CCc2nc(-c3ccccc3)no2)cc1	12µM*	28.9%	?	8.3%	-0.8%	-22.7	-21.5	?	?	-1.3%	.
O=C(Cc1ccccc1)Nc1ccccc1N1CCOCC1	-3.0%	-1.0%	3.9%	1.0%	-2.8%	24.8	2.3	-0.4%	-2.0%	4.6%	.
CC(C)(CO)N=Cc1c(O)[nH]c2ccccc12	5.3%	6.3%	1.7%	-0.3%	1.1%	7.4	3.2	-1.8%	-3.2%	1.6%	0.0
O=S(=O)(Nc1cccnc1)c1ccc(C2CCCCC2)cc1	3.4%	-25.1%	-3.5%	?	-0.2%	-3.9	21.4	5.2%	1.0%	-6.5%	6.0
COc1ccccc1CCC(=O)Nc1ncc(C)s1	-18.8%	-9.5%	-4.6%[1.84 µM]	5.4%	0.7%	10.2	-4.0	0.4%	-3.9%	?	-4.0
C[C@H](CO)N1C[C@H](C)[C@@H](CN(C)S(C)(=O)=O)Oc2ccc(NS(=O)(=O)c3cn(C)cn3)cc2C1=O	.	.	.	.	-4.0%	11.8	-22.0	0.5%	.	15.8%	.
CCOC(=O)C1CCCCN1Cc1ccc(F)cc1 (stereo not given)	0.8%	11.3%	-12.8%	-3.5%	0.2%	5.8	-4.5	-6.9%	0.9%	3.8%	0.2

Two entries from above, field by field.
Compound: CC(C)(CO)N=Cc1c(O)[nH]c2ccccc12
  FLuc modulator: 5.3%	RORg inh: 6.3%	Rab9 promoter act: 1.7%	VP16 counter: -0.3%	Tb PFK inh: 1.1%	KCNH2 3.1 inh: 7.4	Giardia killer: 3.2	ELG1 genotoxic: -1.8%	NPC1 promoter act: -3.2%	uPA surface inh: 1.6%	Coupling enz: 0.0
Compound: COc1cc(NC2c3ccccc3C(=O)N2Cc2ccccc2Cl)cc(OC)c1 (stereo not given)
  FLuc modulator: -2.5%	RORg inh: 6.9%	Rab9 promoter act: -13.1%	VP16 counter: 4.0%	Tb PFK inh: -3.8%	KCNH2 3.1 inh: 6.3	Giardia killer: 19.1	ELG1 genotoxic: -7.8%	NPC1 promoter act: 1.0%	uPA surface inh: -17.3%	Coupling enz: -3.2

Further records follow.
SMILES	FLuc modulator	RORg inh	Rab9 promoter act	VP16 counter	Tb PFK inh	KCNH2 3.1 inh	Giardia killer	ELG1 genotoxic	NPC1 promoter act	uPA surface inh	Coupling enz
O=C1c2ccccc2C(=O)C1c1ccncc1	3.38µM*	?	0.501µM*	11.2µM*	-2.8%	13.0	?	3.16µM*	1.26µM*	-10.1%	-1.2
CSCc1cc(N(C)c2ccccc2)nc(-c2ccccc2)n1	2.7%	0.9%	-14.4%	3.3%	4.0%	36.6	-5.8	-1.8%	-3.2%	0.3%	-0.2
COc1cccc(-c2nnc(SCC(=O)N3CCCc4ccccc43)o2)c1	-16.8%	7.8%	-4.9%	-10.0%	-4.9%	.	7.9	-1.5%	9.4%	2.0%	0.4
O=C(Nc1nc(-c2ccccn2)cs1)Nc1ccc(F)cc1F	?	3.55µM*	-1.6%	?	-14.5%	12.6	3.3	0.1%	2.7%	-5.8%	3.7
COc1ccc(/C=C2/SC(=S)N(c3ccc(S(=O)(=O)Nc4nccs4)cc3)C2=O)cc1	?	?	-4.2%	?	?	2.0	-22.2	-10.7%	0.2%	12.1%	7.9
O=C(NC1CCCCC1)N1CCN(c2ccccc2)CC1	-0.6%	9.4%	-4.0%	23.7%	-0.5%	0.7	15.3	2.1%	-1.2%	-2.5%	-1.0
CC(=O)NCCn1c(SCC(=O)NC2CCCCC2)nc2ccccc2c1=O	0.3%	1.9%	0.5%	-2.7%[10 µM]	-3.2%	-13.3	-4.5	2.1%	-0.8%	-2.9%	0.3
COc1ccc(CC(=O)Nc2ccc3c(c2)C(=O)N(CCC(=O)O)C3=O)cc1	-15.9%	-4.3%	0.0%	0.3%	-15.3%	10.4	3.9	2.4%	-0.7%	-3.1%	0.3
COc1ccc(/C=C2\SC(=S)N(CCC(=O)N(CCO)Cc3ccccc3)C2=O)cc1OC	-4.5%	?	0.5%	?	2.2%	-1.1	-22.8	-3.4%	0.6%	-18.7%	2.0
CCCOc1ccc(C(C)=O)cc1CC(C(N)=O)C(N)=O	6.8%	4.2%	-2.9%	-4.2%	1.9%	8.7	-2.0	-7.5%	-0.1%	0.0%	2.2
CC(C)Cn1c(CN2CCN(C)C(CCO)C2)nc2ccccc21 (stereo not given)	-1.1%	-4.6%	-4.2%	3.1%	0.1%	0.8	7.6	-0.4%	0.3%	16.2%	2.3
COc1cccc(C(=O)Nc2cc(NC(=O)c3cccs3)ccc2C)c1	12µM*	-5.5%	2.4%	-7.4%	3.3%	0.7	0.3	-13.8%	3.8%	-16.6%	-0.8
COc1ccc(NC(C)=O)cc1S(=O)(=O)NC(C)c1ccc(-n2ccnc2)cc1 (stereo not given)	5.3%	.	-3.4%	.	-2.8%	-7.1	?	1.6%	-6.8%	3.2%	.
O=C(CN1CCN(S(=O)(=O)/C=C/c2ccccc2)CC1)NC(=O)NCc1ccco1	-1.4%	11.1%[10 µM]	-0.5%	5.5%	?	24.6	26.4	1.7%	-0.3%	3.2%	-2.0
CC(C)(C)NC(=O)NC(=O)COC(=O)Cc1c(Cl)cccc1Cl	-14.0%	42.7%	0.7%	-3.2%	-8.1%	-8.3	26.9	-0.6%	2.9%	-8.4%	0.0
Cc1ccccc1CN1CCN(CC(=O)NCc2ccc3c(c2)OCO3)C1=O	-3.5%	1.1%	8.2%	-11.0%	-0.4%	-14.1	12.3	0.1%	5.6%	.	13.5
Cc1cc(C)cc(N(CC(=O)NC2CCC(C)CC2)S(=O)(=O)c2c(C)noc2C)c1 (stereo not given)	7.7%	-21.9%	-3.0%	2.1%	-1.0%	-12.8	-4.4	7.3%	-2.1%	1.1%	0.9
CN(C(=S)Nc1ccc(Oc2ccccc2)cc1)C1CCCCC1	?	-42.4%[10 µM]	2.8%	?	-7.2%	-8.1	2.0	0.4%	0.1%	-0.8%	0.3
